# Compound activity as filed in PubChem.
# p97 inhibitor = human p97 ATPase inhibition; P55072; recombinant p97 ATPase, Kinase-Glo ATP luminescence, 3 h; inhibition, % at 8 µM; 0.42% of 220,000 active; in the data active = inhibition above about 15%;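 note: 0% = DMSO vehicle and 100% = wells lacking enzyme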
# NPY-Y2 PAM-ag = potentiates or activates human NPY-Y2 receptor | P49146 | 0.45% of 220,000 active | activation, % at 3.6 µM | cells expressing NPY-Y2, potentiator/agonist read-out; in the data active = activation above about 27%;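 note: cells stimulated with NPY near EC25 plus isoproterenol at EC100; 0% = vehicle plus submaximal agonist and 100% = vehicle plus saturating agonist; some results beyond the cut were filed as inactive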
# Target sequence (P49146 whole entry, looked up): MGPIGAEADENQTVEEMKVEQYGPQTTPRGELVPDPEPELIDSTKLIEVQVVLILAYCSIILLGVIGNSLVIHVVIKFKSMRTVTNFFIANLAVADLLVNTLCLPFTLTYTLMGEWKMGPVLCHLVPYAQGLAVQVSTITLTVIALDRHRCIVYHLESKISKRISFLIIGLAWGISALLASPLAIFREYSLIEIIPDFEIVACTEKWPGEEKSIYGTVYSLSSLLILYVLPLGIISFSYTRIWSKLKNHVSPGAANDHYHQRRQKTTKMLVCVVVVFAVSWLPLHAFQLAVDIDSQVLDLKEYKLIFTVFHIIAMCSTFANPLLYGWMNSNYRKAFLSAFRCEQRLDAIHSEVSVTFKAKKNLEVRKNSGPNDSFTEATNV
# S1P4 antagonist = blocks the human S1P4 receptor | 0.26% of 220,000 active | inhibition, % at 4.98 µM | S1P4-expressing cells, antagonist mode, reporter read-out | O95977; in the data active = inhibition above about 29%;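 note: 0% = wells stimulated with agonist and 100% = vehicle wells without agonist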
# Target sequence (O95977 whole entry, looked up): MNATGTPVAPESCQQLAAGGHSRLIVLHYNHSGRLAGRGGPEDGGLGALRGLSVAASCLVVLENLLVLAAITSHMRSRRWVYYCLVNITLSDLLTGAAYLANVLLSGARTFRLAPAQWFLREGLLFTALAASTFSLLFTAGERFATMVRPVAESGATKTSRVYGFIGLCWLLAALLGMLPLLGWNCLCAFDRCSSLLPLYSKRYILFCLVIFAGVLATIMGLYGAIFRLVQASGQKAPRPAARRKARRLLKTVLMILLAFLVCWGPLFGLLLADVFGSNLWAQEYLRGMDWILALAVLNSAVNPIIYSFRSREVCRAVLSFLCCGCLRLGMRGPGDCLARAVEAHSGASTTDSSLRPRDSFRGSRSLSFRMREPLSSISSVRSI
# EP2 antag = EP2 receptor (human) inhibition | P43116 | 0.52% of 260,000 active | AID 1422 | C6 glioma cells expressing human EP2, cAMP TR-FRET; cells stimulated with saturating PGE2 | inhibition, % at 25 µM;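 active = percent inhibition above 40 after rounding to a whole number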;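 note: rat C6 glioma host cells with rolipram phosphodiesterase inhibitor present; the protocol text gives 20 µM as final concentration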
# eIF4E 4G PPI = eIF4E/eIF4G interaction inhibition in translation initiation; P63073+Q04637; TR-FRET eIF4E-eIF4GI(517-606) binding, 2 h; inhibition, % at 21.7 µM; 0.37% of 220,000 active;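 active = inhibition above about 30%, limit read from the data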;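 note: 0% = full FRET control wells and 100% = background wells lacking eIF4GI fragment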
# EP2 modulator = modulators of human EP2 prostaglandin E2 receptor. EP2-expressing cells, cAMP HTRF FRET, PGE2 co-stimulation. induction, % at 25 µM. 0.83% of 260,000 active. AID 940;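 active = compounds whose cAMP rise, as percent of the full-agonist control response, exceeds 60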;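 note: rat C6 glioma line stably carrying human EP2 under a CMV promoter; the protocol text gives 20 µM as final concentration; 100% = response of wells given 1 µM PGE2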
# NPY1 pot ag = human NPY-Y1 potentiation or agonism, primary screen; P25929; NPY-Y1 expressing cells, potentiator/agonist activation; activation, % at 3.6 µM; 0.37% of 220,000 active; in the data active = activation above about 33%, passing the limit was not always enough;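 note: cells stimulated with NPY at EC10 then isoproterenol at EC100; 0% = low agonist plus stimulus and 100% = saturating agonist plus stimulus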
# S1P4 ag = agonists of human S1P4 receptor | 0.35% of 220,000 active | activation, % at 4.98 µM | S1P4-expressing cell line, agonist reporter assay | AID 1509; in the data active = activation above about 11%;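 note: 0% = DMSO vehicle and 100% = reference agonist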
# NPY Y1 blocker = antagonists of human neuropeptide Y receptor Y1; HEK293-CNG Y1 cells, membrane potential fluorescence; NPY at EC95, then isoproterenol; inhibition, % at 3.6 µM; 1% of 200,000 active; AID 1040;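 active = inhibition above the campaign mean inhibition of all tested compounds plus 3 SD, cut at about 20% in these data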;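 note: 0% = DMSO wells given NPY plus isoproterenol and 100% = isoproterenol alone without NPY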
#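 Assay system: HEK293 Y1/CNG channel cell line; Doses: single compound dose of 3.6 µM, 0.4% DMSO; Timing: dye 3 h, compound 60 min room temperature, stimulation 45 min; Technique: Membrane-potential fluorescent dye readout; Measure: % inhibition of NPY effect.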
# * marks the source's active call; other numbers are inactive results; . = no result given; & = joins results of further samples; [ ] = another dose, or the depositor's remark. A portion of the library; count on the stated rates, not on these rows.
SMILES,p97 inhibitor,NPY-Y2 PAM-ag,S1P4 antagonist,EP2 antag,eIF4E 4G PPI,EP2 modulator,NPY1 pot ag,S1P4 ag,NPY Y1 blocker
Cc1ccc(C(=O)N/N=C\c2ccc(-c3ccc(Cl)c(Cl)c3)o2)cn1,-7,-29,2,17,3,-26,-40,1.2,.
CCc1cccc(CC)c1NC(=O)COC(=O)c1cccc(-c2ccc(OC(C)=O)cc2)c1,-3,-8,-20,7,10[fluorescence artefact?],11,-27,0.7,7
COc1ccc2cc(-c3[nH]ncc3CN3CCCCO3)ccc2c1,0,-12,-19,7,-1,11,2,0.9,0
COC(C(=O)Nc1ccc(C(C)=O)cc1)c1ccccc1 (configuration not stated),1,0,-4,6,11,-9,16,0.7,-6
Cc1ccc(CNC(=O)CN(C)S(=O)(=O)c2cccs2)cc1,0,-8,-1,5,0,-9,-18,-2.6,1
NS(=O)(=O)c1ccc(CCNC(=O)/C=C/c2ccc([N+](=O)[O-])cc2)cc1,-3,-4,-19,6,5,-33,-1,0.9,-7
O=[N+]([O-])c1ccc(Oc2cccc(Br)c2)c2ccncc12,3,-12,-18,8,4,42,1,-2.1,1
Cc1ccc(N2C(=O)SC(N(CC(=O)O)c3ccc(C)cc3)C2=O)cc1 (configuration not stated),2,5,-14,7,-5,-3,-4,1.9,5
CO/N=C/c1cccn1-c1nccc(OC)c1C#N,-1,-18,-6,3,2,21,-2,-0.8,-1
O=C(Nc1ccc(NC(=O)c2ccncc2)cc1)c1ccncc1,3,5,-7,4,10,11,-5,2.8,.
O=C(Cn1cnc2cc([N+](=O)[O-])ccc2c1=O)NCCc1ccc(Cl)cc1,2,0,7,8,-5,-33,-4,-0.9,10
CSc1nnc(-c2ccc(NC(=O)CCc3ccccc3)cc2)n1C,1,-3,-19,.,-5[fluorescence artefact?],19,-7,0.8,2
CC1CC(N(C(=O)c2ccco2)c2ccccc2)c2ccccc2N1C(=O)c1ccco1 (configuration not stated),0,-6,-2,3,0,34,4,-1.7,9
Cc1[nH]ccc(=O)c1OCc1c(F)cccc1Cl,4,6,-17,3,2,24,4,1.4,1
CCCOc1c(Br)cc(C2C3=C(CCCC3=O)N(C)C3=C2C(=O)CCC3)cc1OC,-2,4,-11,4,4[fluorescence artefact?],15,6,2.1,0
N=c1c2c(ncn1CCCO)Oc1c(ccc3ccccc13)C2c1ccccc1 (configuration not stated),-3,-12,-3,11,3,-55,-6,-1.5,.
Cc1ccc(S(=O)(=O)Nc2nc3ccccc3nc2NCC2CCCO2)cc1C (configuration not stated),-1,0,-29,17,-4,10,20,1.2,.
O=C(CC1SC(=O)NC1=O)Oc1ccc(/C=N/NC(=O)c2ccccc2O)cc1 (configuration not stated),8,17,3,7,-5,7,13,-0.3,.
O=C(O)/C=C\c1cccc(-n2cnnn2)c1,-1,6,-25,2,7,29,22,1.0,4
Cc1ccc(N(C(=O)c2csnn2)C(C(=O)NC(C)(C)C)c2cccnc2)cc1 (configuration not stated),-2,-2,-13,6,-1,-25,-1,0.0,7
O=C(Nc1ccc(Cl)cc1)[C@@H]1[C@@H]2C(=O)N(c3ccc4ccccc4c3)C(=O)[C@@H]2[C@H]2C=CC=NN21,7,-7,-4,7,4,-14,-16,0.7,-6
CCn1nc(C)c(CN2CCCC(C(=O)c3cccc(OC(C)C)c3)C2)c1C (configuration not stated),-2,0,-12,-1,-2,-46,-8,0.3,-2
Cn1c(SC2C(=O)CC(C)(C)CC2=O)nnc1-c1ccco1,1,2,-15,5&7,7[fluorescence artefact?],8&11,-2,-0.1,2
COc1ccccc1NS(=O)(=O)c1cccc(NC(=O)c2sc3ccccc3c2Cl)c1,3,0,-24,11,-6,-38,0,1.2,0
O=C(Nc1ccc(N2CCCC2)cc1)c1ccc([N+](=O)[O-])cc1Cl,5,-2,-12,-2,2,27,10,0.3,-3
Nc1nc(-c2ccc([N+](=O)[O-])cc2)c(C(=O)Nc2ccc(Cl)cc2)s1,8,7,12,12,-4,-21,35,-0.1,.
COCc1cc(Sc2ccc(OC)cc2)nc(-c2ccccc2)n1,1,7,12,4,-4,55,-2,7.6,-3
Cn1c(C(=O)O)cc2cc(F)ccc21,9,-8,-1,8,.,.,-16,-0.1,2
CCCNS(=O)(=O)c1ccc(-n2cnnn2)c(OC)c1,6,-2,1,5,-1,6,8,1.6,2
CCC(C)Oc1ccccc1C1CC(=O)NC2=C1C(=O)CCC2 (configuration not stated),-1,-6,-1,8,0,9,-15,-0.7,2

# 4 entries drawn at random from the list so far:
SMILES,p97 inhibitor,NPY-Y2 PAM-ag,S1P4 antagonist,EP2 antag,eIF4E 4G PPI,EP2 modulator,NPY1 pot ag,S1P4 ag,NPY Y1 blocker
O=C(O)/C=C\c1cccc(-n2cnnn2)c1,-1,6,-25,2,7,29,22,1.0,4
CCC(C)Oc1ccccc1C1CC(=O)NC2=C1C(=O)CCC2 (configuration not stated),-1,-6,-1,8,0,9,-15,-0.7,2
Cn1c(C(=O)O)cc2cc(F)ccc21,9,-8,-1,8,.,.,-16,-0.1,2
Cc1ccc(S(=O)(=O)Nc2nc3ccccc3nc2NCC2CCCO2)cc1C (configuration not stated),-1,0,-29,17,-4,10,20,1.2,.

# (next part)
SMILES,p97 inhibitor,NPY-Y2 PAM-ag,S1P4 antagonist,EP2 antag,eIF4E 4G PPI,EP2 modulator,NPY1 pot ag,S1P4 ag,NPY Y1 blocker
CCn1c(C)c(C(C)=O)c(N2CCN(c3ccc(F)cc3)CC2)nc1=S,-6,-4,-1,17,-2,-4,-1,0.2,-1
Cc1ccc(N2C(=O)c3ccccc3C2=O)cc1,10,22,14,9,1,10,29,-0.8,.
Cc1ccccc1-c1n[nH]c(=S)n1Cc1ccccc1,-1,-3,8,3,4,48,-8,-0.1,4
Cc1cc(C)c(C)c(S(=O)(=O)NCCCN2CCOCC2)c1C,-4,1,-11,-1,5,-4,-16,1.0,0
Cc1cccc(-n2nnc(C(=O)NCc3ccccc3)c2N)c1,-7,-5,-18,4,-1,-5,4,-0.3,-5
CCN(CC)CCNC(=O)Cn1nc(Cc2cccnc2)c2ccccc2c1=O,-10,0,-25,10,3,18,10,1.6,1
COc1cccc(-c2ccc(C#N)c(SCC(=O)NCCc3ccccc3)n2)c1,5,-2,-15,12,3,38,9,0.9,3
COc1ccc2nc(NC(=O)C3CCCN(S(=O)(=O)c4cccs4)C3)sc2c1 (configuration not stated),6,9,-2,9,-29[fluorescence artefact?],-13,7,2.2,-9
CC(C)(C)c1ccc(/C=N/Nc2ccc(C(=O)O)cc2)cc1,-1,2,-1,7,4[fluorescence artefact?],20,-13,-0.1,5
CC1=C(C(=O)Nc2ccccc2)C(c2sccc2C)n2nnnc2N1 (configuration not stated),-6,4,2,.,7[fluorescence artefact?],-7,0,-0.4,-6
O=C(C1CC1)N1CCc2cc(S(=O)(=O)N3CCCc4ccccc43)ccc21,4,6,-5,16,0,-11,-15,-0.8,2
CCc1cccc2c(=O)c(C(=O)N3CCCCCC3)c[nH]c12,-4,-9,-23,9,0,29,-4,-0.1,0
CS(=O)(=O)N(Cc1ccccc1F)c1ccccc1,-1,-4,-4,9,-1,22,-17,-0.9,4
O=C1CC(c2ccc(Br)cc2)NC(c2ccc(Br)cc2)C1c1ccccc1 (configuration not stated),4,11,-13,10,-1,26,0,0.3,0
CN(C)S(=O)(=O)c1cccc(COC(=O)c2ccc(Cl)cc2O)c1,-6,2,1,9,-13,-21,3,1.7,.
Cc1nn(C)c(C)c1S(=O)(=O)N1CCC(C(=O)NCCC2=CCCCC2)CC1,4,15,-14,13,-1,-22,17,-0.6,1
C=C(C)COc1ccc(-c2nc(N)ncc2-c2ccc(OC)cc2)c(O)c1,1,-15,-27,11,5,-38,-45,0.8,-9
COC(=O)c1cc2oc(C)cc2n1CC(=O)N1CCCc2ccccc21,-2,-12,3,.,2,-3,9,1.4,-3
CCN=C1S/C(=C\c2ccc(N3CCOCC3)cc2C)C(=O)N1CC,6,3,-8,8,5[fluorescence artefact?],21,-8,0.7,9
O=S(=O)(/N=C(\[O-])C[n+]1ccccc1)c1ccc(Cl)cc1,-1,0,12,2,-3,-16,-21,-0.4,.
O=C(O)c1cc2ccc3ccccc3c2oc1=O,3,-33,5,13,-1,39,-42,1.4,11
CC(C)(C)N(Cc1ccccc1)C(=O)c1ccc(Cl)cc1[N+](=O)[O-],0,13,-8,1,-2,63*,-5,1.6,0
COC(=O)[C@H]1[C@H]2C[C@@H]3c4[nH]c5cc(OC)ccc5c4CCN3C[C@H]2C[C@@H](OC(=O)c2ccc(N)cc2)[C@@H]1OC,9,42,3,4,1,-13,28,-1.0,.
CCOC(=O)Cc1csc(NC(=O)CSc2nnc(-c3ccc(OC)cc3)n2C)n1,1,15,6,2,4,-17,-25,-1.9,-8
CC(C)CC(NC(N)=O)C(=O)NCc1ccccc1Cl (configuration not stated),2,23,-6,10,-1,10,16,-0.4,-1
COc1ccc(-n2c(SCC(=O)Nc3nccs3)nc3c(c2=O)SCC3)cc1,2,0,-11,13,-2,3,-4,-1.2,2
COc1ccc(C2C(C#N)=C(N)OC3=C2C(=O)CC(C)(C)C3)cc1OC (configuration not stated),-5,-1,-16,6,-3,28,0,0.6,12
CCCc1cc(=O)oc2c(C)c(OCc3nn[nH]n3)ccc12,8,-2,-2,15,3,-9,11,-0.4,.
Cc1c(C)c2ccc(Oc3ccc([N+](=O)[O-])cc3C(F)(F)F)c(C)c2oc1=O,2,2,1,.,2,41,5,0.2,7
CCOC(=O)C(Oc1ccc(=O)[nH]n1)C(C)=O (configuration not stated),7,17,13,7,-1,32,-8,0.3,-3
NC(=O)CSc1nnc(-c2ccc(O)cc2)n1Cc1ccco1,3,1,5,4,4,3,10,0.3,1
CCCC1c2ccc(C)n2CCN1C(=O)Nc1ccc(F)cc1 (configuration not stated),0,-5,2,13,-9,-10,3,0.2,0
O=C(c1n[nH]c(=O)c2ccccc12)N1CCN(c2ccccc2Cl)CC1,7,-5,-14,11,1[fluorescence artefact?],15,-16,-1.0,1
CC(=O)c1sc(NC(=O)c2ccc(Cl)cc2)nc1C,-3,-6,-6,39,-15,7,12,0.6,.
CC(C)(C)c1cc(C(=O)N/N=C/c2ccc([N+](=O)[O-])s2)n[nH]1,2,14,19,12,0,-16,19,-0.1,.
CCn1cc(C(=O)NCc2ccc3c(c2)OCO3)c(=O)c2cc(F)c(N3CCN(C)CC3)cc21,-5,-1,-11,12,.,.,8,0.1,2
CCc1ccc(NC(=O)N(CCCN2CCOCC2)Cc2cccs2)cc1,-3,-15,-23,.,-3,-20,7,3.1,1
COc1ccc(Cn2c(C3CC3)nc3ccc(NC(=O)c4ccco4)cc3c2=O)cc1,7,3,-13,10,-1,-16,-14,-1.9,8
Cc1nc(C)c(C(=O)C2=C(O)C(=O)N(CCN(C)C)C2c2cccs2)s1 (configuration not stated),5,24,2,21,5[fluorescence artefact?],2,7,-0.8,-1
O=Cc1ccc(OCC(=O)N2CCOCC2)cc1,2,-9,-3,7,-1,8,4,0.5,-5
NC(=O)c1ncc(C(F)(F)F)cc1Oc1cccc(C(F)(F)F)c1,-1,7,1,4,3[fluorescence artefact?],11,-1,-3.1,2
Cc1ccccc1S(=O)(=O)N(CC(O)CN1C(=O)NC(C)(C)C1=O)c1ccccc1 (configuration not stated),2,4,-13,6,2,-9,-23,3.2,.
O=[N+]([O-])c1ccc2c(OCc3nnc(-c4ccccc4Br)o3)ncnc2c1,5,-4,1,10,3,-43,-8,-0.8,.
